Screening results (PubChem BioAssay)
SKBR3 24h inh: SK-BR-3 proliferation inhibitors, primary screen, cell-based, human, 24 h. viability, % at 10 µM. AID 847, 2007. actives 0.47% (n = 41,000). SK-BR-3 viability, CellTiter-Glo ATP luminescence; hits give low values;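 active = viability at or below the median of all test compounds minus 3 SD, in both replicates if run twice, cut at about 45% in these data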;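 note: 100% = median untreated cell wells and 0% = median positive control drug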
* hit, by the source's call. The list is partial (hit frequency here may not be typical).

SMILES	SKBR3 24h inh
CCOC(=O)C1CCN(c2nc3ccccc3nc2C(C#N)C(=O)OCCOC)CC1 (stereo unspecified)	93
CCOC(=O)C(NC(C)=O)(Nc1cccc(F)c1)C(F)(F)F (stereo unspecified)	87
CCOc1cc(C)nc(N2CCCC(C(=O)NCc3ccccc3F)C2)n1 (stereo unspecified)	76
O=C(O)CCN(CCC(=O)O)c1ccccc1	86
Cc1ccc(C(=O)N2CCN(S(C)(=O)=O)C2)cc1	103
Nc1nc(NCc2ccco2)nn1-c1ccccc1	100
O=C1CCCc2c1[nH]c1ccc(Br)cc21	94
COCCOCC(O)CN1CCN(c2ccccc2)CC1 (stereo unspecified)	89
Cc1cccc2c(=O)oc(-c3ccc4c(c3)C(=O)N(CC3CCCO3)C4=O)nc12 (stereo unspecified)	96
O=C(NC(Cc1ccccc1)C(=O)NCc1ccccn1)c1ccco1 (stereo unspecified)	90
COc1ccc(-c2ccc(-c3noc(-c4ccccc4C)n3)c(OC)n2)cc1	69
CCCCn1c(Cl)nc2c1c(=O)n(C)c(=O)n2C	102
O=C(CCCCn1c(=O)c2ccccc2n(Cc2ccc(Cl)cc2)c1=O)NCc1ccco1	77
COc1ccc(OC)c(C2C(C(=O)N(C)C)=C(C)Nc3nc4ccccc4n32)c1 (stereo unspecified)	54
COc1ccc(Br)cc1-c1nc(C)c(C(C)=O)n1O	85
CCn1nccc1C(=O)NC1=C(C#N)CCC1	81
O=C(Nc1ccc(N2CCOCC2)cc1)Nc1ccc2nc(-c3ccco3)c(-c3ccco3)nc2c1	76
CC(NC(=O)Nc1nnc(C(F)(F)F)s1)(C(F)(F)F)C(F)(F)F	105
O=C1NCCN1C(=O)c1cccc(Cl)c1	97
CCOC(=O)N1CCN(C2=NC3(CCCCC3)C(C#N)C(=O)N2)CC1 (stereo unspecified)	101
Clc1ccccc1OCCN1CCCCC1	81
Cn1c(SCC(=O)NC2CCCC2)nc2cccnc21	94
Cc1ccc2[nH]c(=O)c(C(c3nnnn3CC3CCCO3)N3CCCc4ccccc43)cc2c1 (stereo unspecified)	103
CS(=O)(=O)N(CC(=O)NCc1ccccn1)c1ccc2c(c1)OCCO2	97
O=S(=O)(c1cccs1)N1CCN(c2ncccn2)CC1	98

A different layout for part of the listing above:
Cc1ccc(C(=O)N2CCN(S(C)(=O)=O)C2)cc1
  SKBR3 24h inh: 103

Nc1nc(NCc2ccco2)nn1-c1ccccc1
  SKBR3 24h inh: 100

O=C1CCCc2c1[nH]c1ccc(Br)cc21
  SKBR3 24h inh: 94

COCCOCC(O)CN1CCN(c2ccccc2)CC1 (stereo unspecified)
  SKBR3 24h inh: 89

New compounds follow.
SMILES	SKBR3 24h inh
O=c1c(-c2ccc3c(c2)OCCO3)coc2c(CN3CCOCC3)c(O)ccc12	93
Nc1ccc2[nH]ncc2c1	84
Cc1ccc(Cn2ncc3c(N4CCN(Cc5ccc(Cl)cc5)CC4)ncnc32)cc1	93
CCN1CCN(C(c2cc3cccc(C)c3[nH]c2=O)c2nnnn2Cc2ccccc2)CC1 (stereo unspecified)	112
O=C(NCCc1ccccc1)C1CCCN1C(=O)Nc1ccc(F)cc1 (stereo unspecified)	108
O=C(Cc1cccs1)Nc1ccon1	96
COC(=O)c1ccc(-n2nnnc2SCC(=O)Nc2cc(OC)ccc2OC)cc1	89
O=S(=O)(c1ccc(S(=O)(=O)N2CCCN(Cc3ccccc3)C2)cc1)N1CCCCCC1	74
COC(=O)c1cc2ccccc2c(=O)s1	111
O=C(c1ccccc1C(=O)N1CCN(c2ccc(F)cc2)CC1)N1CCN(c2ccc(F)cc2)CC1	103
CC(C)CC(=O)Nc1ccc2oc(-c3ccncc3)nc2c1	121
N#CCCn1cc(C(CC(=O)c2ccccc2)C(=O)O)c2ccccc21 (stereo unspecified)	95
COc1ccc2cc(C(=O)NCc3ccco3)c(=O)oc2c1	95
CC(=Nc1ccc(C)c(C)c1)C1=C(O)CCC1=O	74
CCOc1cc(C2NC(=O)NC(O)(C(F)(F)F)C2C(=O)c2ccc(Cl)cc2)ccc1O (stereo unspecified)	91
O=C(CSC1CCCCC1)Nc1nccs1	78
CCn1c(SCC(=O)Nc2nc(-c3ccc(C)cc3)cs2)nnc1-c1ccccc1O	91
COC(=O)C(NC(=O)c1ccccc1)=C(C)C	85
COCCCNC(=O)c1ccc(N(C)S(C)(=O)=O)cc1	92
CCOC(=O)C1CCN(S(=O)(=O)Cc2ccccc2)C1=O (stereo unspecified)	67
CC(C)CC(=O)Nc1cccc(-c2nc3ccccc3o2)c1	105
CCn1c(CC(C)C)n[nH]c1=S	76
CC1CC(N(C(=O)c2ccco2)c2ccccc2)c2ccccc2N1 (stereo unspecified)	67
COC(=O)c1c(-c2ccncc2)csc1NC(=O)c1ccoc1C	80
C=CCn1c(COc2ccccc2)nnc1SCC(=O)Nc1ccc2c(c1)OCCO2	89

Nothing new here: an excerpt of the list.
SMILES	SKBR3 24h inh
CC1CC(N(C(=O)c2ccco2)c2ccccc2)c2ccccc2N1 (stereo unspecified)	67
COC(=O)c1c(-c2ccncc2)csc1NC(=O)c1ccoc1C	80
C=CCn1c(COc2ccccc2)nnc1SCC(=O)Nc1ccc2c(c1)OCCO2	89

Remaining list, next part.
SMILES	SKBR3 24h inh
CCC(=O)Nc1nc2ccccc2n1CCN(CC)CC	108
Cc1nc(N2CCOCC2)[nH]c(=O)c1CCC(C)C	90
Cn1c(=O)c(C(=O)Nc2ncccc2O)c(O)c2ccccc21	82
COC(=O)c1cn(CC(=O)NCc2ccco2)c2ccccc12	88
CCOC(=O)Nc1cc(C(=O)OCC)c(C)nc1C	88
Cc1cc(CC(C)C)n(-c2nc3ccccc3c(=O)n2OCC(=O)N(C)C)n1	108
COc1ccc(CCn2nnnc2C(c2ccc(Cl)cc2)N2CCN(C)CC2)cc1OC (stereo unspecified)	82
CC(C)C(O)P(=O)(OCc1ccccc1)c1ccc(N(C)C)cc1 (stereo unspecified)	94
CCc1[nH]c(C)c(C(C)=O)c1C	102
Cc1cccc(OCC(=O)N2CCN(C(=O)Cc3ccccc3)CC2)c1	78
O=C(c1ccc(F)cc1)N1CCC(N2CCCCCC2)CC1	96
CC(=O)c1c(N)c(C#N)c(C)n1-c1ccc(Br)cc1	83
O=c1oc2ccccc2cc1-c1cn2cccnc2n1	94
CCN(CC)CCCNC(=O)c1cc(-c2ccc(Cl)cc2)on1	78
CCOC(=O)N1CCN(S(=O)(=O)c2cccc3nonc23)CC1	85
COc1ccccc1NC(=O)CSc1nc(N)cc(N)n1	92
CCOC(=O)CSC1=C(C#N)C(c2sccc2C)CC(=O)N1 (stereo unspecified)	95
O=C(Nc1cccc2c1CCCC2)c1ccc(Br)o1	98
Cc1nc2ncnn2c(C)c1CCC(=O)NC(C)c1ccc2c(c1)OCCO2 (stereo unspecified)	93
CC(C)COc1ccc(C(=O)OC2CC(C)(C)OCC2CN(C)C)cc1 (stereo unspecified)	70
CSCC[C@H](NC(=O)OC(C)(C)C)c1nnc(SCC=C(C)C)o1	78
O=c1c2c3c(sc2nc2n1CCCS2)CCCC3	88
COc1ccc(C(C)NC(=O)c2ccoc2C)cc1OC (stereo unspecified)	79
Cc1cccc(C)c1OCC(=O)NCc1nnc(SCC(=O)NC2CCCCC2C)n1C (stereo unspecified)	91
Cc1c(NC(=O)CCC2CCCCC2)c(=O)n(-c2ccccc2)n1C	99

12 entries from above, sorted by SMILES length, falling.
SMILES	SKBR3 24h inh
Cc1cc(CC(C)C)n(-c2nc3ccccc3c(=O)n2OCC(=O)N(C)C)n1	108
CC(C)COc1ccc(C(=O)OC2CC(C)(C)OCC2CN(C)C)cc1 (stereo unspecified)	70
CC(C)C(O)P(=O)(OCc1ccccc1)c1ccc(N(C)C)cc1 (stereo unspecified)	94
CCOC(=O)N1CCN(S(=O)(=O)c2cccc3nonc23)CC1	85
Cn1c(=O)c(C(=O)Nc2ncccc2O)c(O)c2ccccc21	82
CCN(CC)CCCNC(=O)c1cc(-c2ccc(Cl)cc2)on1	78
CC(=O)c1c(N)c(C#N)c(C)n1-c1ccc(Br)cc1	83
O=C(c1ccc(F)cc1)N1CCC(N2CCCCCC2)CC1	96
Cc1nc(N2CCOCC2)[nH]c(=O)c1CCC(C)C	90
COc1ccc(C(C)NC(=O)c2ccoc2C)cc1OC (stereo unspecified)	79
O=c1oc2ccccc2cc1-c1cn2cccnc2n1	94
CCc1[nH]c(C)c(C(C)=O)c1C	102

Continued.
SMILES	SKBR3 24h inh
COc1ccc(N2CC(=O)N(c3ccc(OC)c(OC)c3)CC2=O)cc1OC	101
C[C@@H]1CCC[C@H](C)N1NC(=O)c1ccc(Cl)c(S(N)(=O)=O)c1	96
O=C(COc1ccc2ccccc2c1Br)N1CCOCC1	93
COc1ccc(CCNC(=O)c2ccc(CNc3c(N4CCOCC4)c(=O)c3=O)cc2)cc1OC	89
CN(Cc1c(O)ccc2c1oc(=O)c1ccccc12)C1CCCCC1	59
CCCCOCCCn1cnc2c([nH]c3cc(OC)ccc32)c1=O	98
CC1CCCC(C)N1C(=O)CSc1nnnn1Cc1ccccc1 (stereo unspecified)	96
C=CCSc1nnc2c(n1)OC(c1cccnc1)Nc1ccccc1-2 (stereo unspecified)	93
CC(NC(=O)C(C)(C)C)c1nc2ccccc2n1C (stereo unspecified)	101
Cc1[nH]nc2cn[nH]c12	66
CCc1nc(N2CCCC2)c(C#N)c2c1CCCC2	80
Cc1ccccc1NS(=O)(=O)c1ccc(OCC(=O)N2CCCC2)cc1	98
CCN1C(=O)CC(Sc2ccccc2N)C1=O (stereo unspecified)	86
O=C(CNC(=O)c1ccco1)OCc1ccc(Cl)cc1	96
O=C(O)CNCC1COc2ccccc2O1 (stereo unspecified)	60
O=C(CCNS(=O)(=O)c1cccs1)N1CCCCCC1	98
CC(C)OC(=O)CSc1nnnn1-c1ccc2c(c1)OCCO2	95
CC(=O)Nc1ccccc1C(=O)N1CC2(C)CC1CC(C)(C)C2 (stereo unspecified)	101
CC(C(=O)N1c2ccc(F)cc2CCC1C)N1C(=O)c2ccccc2C1=O (stereo unspecified)	85
COc1ccc(C(=O)Nc2ccc(S(=O)(=O)Nc3onc(C)c3C)cc2)cc1	79
CC(=O)c1cccc(NC(=O)NCc2cccs2)c1	94
OCCNCc1ccc(OC2CCCC2)cc1	105
O=C(C1CCCN(S(=O)(=O)c2ccc(F)cc2)C1)N(Cc1cccs1)C1CC1 (stereo unspecified)	76
Cn1c(=O)c2c(nc(NC3CCCCC3)n2CC(O)COc2ccccc2)n(C)c1=O (stereo unspecified)	76
N#Cc1nc(-c2cccs2)oc1N1CCOCC1	65

More results
SMILES	SKBR3 24h inh
CC1CCCCC1NC(=O)CSc1nnc(CN2CCOCC2)n1C (stereo unspecified)	93
COC(=O)c1c(C(=O)OC)c2cc(C)ccn2c1Cl	69
c1ccc(-c2oc3ncnc(N4CCOCC4)c3c2-c2ccccc2)cc1	86
CCCOc1ccccc1C1CC(=O)Nc2cc3c(cc21)OCCO3 (stereo unspecified)	86
COc1ccc2cc(S(=O)(=O)N3CCCCC3)ccc2c1S(=O)(=O)N1CCCCC1	99
CCOc1ccc(NC(=O)CCN2CCN(c3ccccc3OC)CC2)cc1	94
O=c1c2c(nc3n1CCCCC3)sc1c(O)cccc12	100
O=C(c1cc(-c2ccco2)on1)N1CCc2ccccc2C1	86
O=C(O)c1ncn(Cc2ccccc2)c1C(=O)O	106
C=CCn1c2ccccc2c2nnc(SCN3C(=O)c4ccccc4C3=O)nc21	58
Cc1oc(C)c2c(=O)ccc3c(c12)OC(N)=C(C#N)C3c1ccccc1Cl (stereo unspecified)	126
CN(C)CCCN1C(=O)C(=O)/C(=C(/O)c2ccncc2)C1c1cccnc1 (stereo unspecified)	97
COc1ccccc1-n1c(SCC(N)=O)nnc1-c1ccc(S(=O)(=O)N2CCCCC2)cc1	98
CCC(C)NC(=O)c1c(N)n(/N=C/c2cccnc2)c2nc3ccccc3nc12 (stereo unspecified)	81
CCN(CC)c1ccc(NC(=O)C(C)C)cc1	91
CCn1c(Cn2nnc(-c3ccccc3)n2)nnc1SCC(=O)Nc1ccccc1	105
COc1ccc(Cn2c(O)cc(=O)[nH]c2=O)cc1	99
Cc1noc(C)c1CSc1nc2ccccc2[nH]1	83
COc1ccc(C(C#N)N2CCCCCC2)cc1OC (stereo unspecified)	129
COc1ccc(N2CC(C)Cn3c2nc2c3c(=O)n(CCN3CCOCC3)c(=O)n2C)cc1 (stereo unspecified)	86
O=S(=O)(NCc1csc(-c2cccnc2)n1)c1ccc2c(c1)OCCO2	79
CCOc1ccc(/C(O)=C2/C(=O)C(=O)N(CCOCCO)C2c2ccccn2)cc1 (stereo unspecified)	97
O=C(CSc1nnc(Cc2ccccc2)o1)N1CCOCC1	106
COc1ccc(-c2ccc(-c3noc(-c4cccs4)n3)c(OC)n2)cc1	80
CC1CCCCC1NC(=O)CSc1nnnn1-c1ccccc1 (stereo unspecified)	84

Continued:
SMILES	SKBR3 24h inh
O=C(Cn1c(=O)[nH]c2ccsc2c1=O)NC1CCCCCC1	95
CC(C)n1c(C(O)c2ccccc2)nc2ccccc21 (stereo unspecified)	81
COCC(=O)Nc1nc(-c2ccccc2)c(C)s1	95
Cn1c(NCCN2CCCCC2)cc(=O)n(C)c1=O	97
CNc1nc(N)c(C(=O)C(C)(C)C)s1	88
Cn1c(SCC(=O)NC2CCCC2)nnc1-c1ccc(S(=O)(=O)N2CCOCC2)cc1	107
Cc1nnc(SCc2nnc(-c3ccccc3)o2)n(N)c1=O	98
CN1C(=O)c2oc3ccccc3c(=O)c2C1c1ccccn1 (stereo unspecified)	92
Clc1ccc(CN2C3=NCCCN3c3ccccc32)cc1	81
Cc1nonc1NC(=O)OCCN1CCOC1=O	88
CCSc1nc2c(c(=O)[nH]1)C(c1ccccn1)C1=C(CC(C)(C)CC1=O)N2 (stereo unspecified)	78
COc1ccc(-c2nnnn2CCc2ccccc2)cc1	85
CCCn1c(N2CCN(CC(=O)NCc3cccs3)CC2)nc2ccccc21	102
O/N=C1\CCCCc2ccccc21	101
CC(=O)c1cccc(NC(=O)CN(c2ccc(F)cc2)S(C)(=O)=O)c1	88
O=C(Nc1ccccc1)N(Cc1ccc2c(c1)OCO2)Cc1nc2ccccc2c(=O)[nH]1	77
